RXFP1 ag = agonists of human relaxin receptor RXFP1; HEK293T-RXFP1 cAMP TR-FRET, 30 min; response scale: percent of porcine relaxin response, buffer zero; AID 2676; actives 0.3% (n = 370,000); Q9HBX9; Potency, µM (doses to about 57.5 µM), without a hit: at the highest dose activation, hits mostly activators; note: % is set by controls: 0 for no effect and ±100 for the full control effect; nearly all actives have a fitted effect of over 60% in size; many of its hits are not listed in these tables
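Agonist response is measured as cAMP accumulation in an RXFP1-transfected HEK293T line under PDE4 inhibition. Values are scaled between buffer-only and 29 nM porcine relaxin, and EC50s come from standard Hill equation fits.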
USP1 inh = USP1/UAF1 (human) deubiquitinase inhibition; actives 0.23% (n = 390,000); recombinant USP1/UAF1, Ub-Rhodamine cleavage fluorescence; Potency, µM (doses to about 57.1 µM), for the others: at the highest dose activity change, negative = inhibition, most hits filed as inhibitors; note: % is set by controls: 0 for no effect and ±100 for the full control effect; nearly all actives have a fitted effect of over 60% in size; inactives centre near -12
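Step one: compound is pinned into 1nM USP1/UAF1 in HEPES pH 7.8 buffer with TCEP. Step two: 15 min room-temperature incubation. Step three: Ub-Rho (150nM final) starts cleavage, tracked by fluorescence over six one-minute reads.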
Vif-A3F inh = blocks the Vif interaction with APOBEC3F; HeLa A3F-eYFP + Vif (tagged APOBEC3F with the HIV-1 protein that degrades it), YFP fluorescence increase; Potency, µM (doses to about 46.1 µM), for inactives: at the highest dose activity, negative = active; actives 0.2% (n = 390,000); AID 602313; note: % of control where 0% means no effect; nearly all actives have a fitted effect of over 65% in size
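HeLa cells stably expressing Vif plus C-terminally eYFP-tagged A3F were seeded, incubated overnight at 37 deg C, dosed with compound, incubated overnight again at 37 deg C. Yellow fluorescence (Ex 488/Em 500-530) reported blocked Vif-mediated A3F-eYFP degradation.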
IDH1 R132H inh = inhibitors of human mutant IDH1 R132H; Potency, µM (highest dose often 76.6 µM), without a hit: top-dose activity change, negative = inhibition, most hits filed as inhibitors; actives 0.093% (n = 390,000); IDH1-R132H enzyme, NADPH consumption, diaphorase/resazurin fluorescence; O75874; note: % is set by controls: 0 for no effect and ±100 for the full control effect; nearly all actives have a fitted effect of over 65% in size
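IDH1-R132H (0.5 ug/mL) preincubated 30 min with compound, then NADPH (0.016 mM) and alpha-KG (2 mM) added; 80 min at RT, pH 7.5. Remaining NADPH coupled via diaphorase/resazurin to fluorescence (540/590 nm); concentration-response curves normalized to no-enzyme control.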
RGS4 inh = inhibitors of human regulator of G protein signaling 4; Transcreener GDP fluorescence polarization, RGS4-accelerated GTP hydrolysis; Potency, µM (top dose mostly 114 µM), for inactives: top-dose activity change, negative = inhibition, hits mostly inhibitors; actives 0.039% (n = 390,000); AID 504845; note: % is set by controls: 0 for no effect and ±100 for the full control effect; nearly all actives have a fitted effect of over 75% in size; some results filed as inactive show a strong effect at the top dose
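MLSMR compounds (23 nl, pin-transferred) preincubated 10 min at room temperature with a 500nM (2x) first reagent, then RGS4 at 900nM (2x) plus Transcreener GDP mix added; fluorescence polarization (620/688 nm) read before and after 90 min at 30 °C.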
TrxR1 substrate = rat thioredoxin reductase 1 substrate activity; purified TrxR1 substrate turnover, NADPH consumption readout; O89049; Potency, µM (titrated, usually from 114 µM), for the others: at the top dose activity change, negative = substrate turnover; actives 0.01% (n = 390,000); note: % is set by controls: 0 for no effect and ±100 for the full control effect; nearly all actives have a fitted effect of over 50% in size
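Rat TrxR1, dispensed at 90 nM, was prereduced with 400 uM NADPH (final) for 5 min at ~22 deg C, then incubated with compound 15 min before 400 uM selenite. A first-read NADPH fluorescence drop versus no-compound background flagged substrates.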
Vif-APOBEC3G blk = Vif-A3G binding inhibition; Q9HC16; HeLa A3G-eYFP + Vif (tagged APOBEC3G with the HIV-1 protein that degrades it), YFP fluorescence, overnight; AID 602310; actives 0.076% (n = 410,000); Potency, µM (titrated, usually from 46.1 µM), for inactives: at the highest dose activity, negative = active, most hits filed as inhibitors;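 note: % is set by controls: 0 for no effect and ±100 for the full control effect; nearly all actives have a fitted effect of over 60% in size; hits raise eYFP signal because A3G escapes Vif-driven loss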
Target sequence (Q9HC16 whole entry, looked up): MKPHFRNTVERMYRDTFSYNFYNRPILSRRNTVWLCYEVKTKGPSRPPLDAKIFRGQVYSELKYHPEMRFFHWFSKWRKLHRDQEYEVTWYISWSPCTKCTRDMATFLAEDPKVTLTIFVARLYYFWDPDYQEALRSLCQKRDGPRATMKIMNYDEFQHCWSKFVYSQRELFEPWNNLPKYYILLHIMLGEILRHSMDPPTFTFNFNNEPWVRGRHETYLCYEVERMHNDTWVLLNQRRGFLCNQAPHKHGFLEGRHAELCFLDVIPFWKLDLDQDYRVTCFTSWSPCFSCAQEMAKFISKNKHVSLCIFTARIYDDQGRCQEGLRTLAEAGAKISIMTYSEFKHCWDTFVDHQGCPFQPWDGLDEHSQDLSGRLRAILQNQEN
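Read-out is eYFP fluorescence (Ex 488/Em 500-530) from Vif-expressing HeLa A3G-eYFP cells; more signal means A3G escaped Vif-mediated degradation. Cells plated overnight, compound pinned in, incubated overnight at 37 deg C.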
rTrxR1 inhibitor = rat TrxR1 inhibition; Potency, µM (doses to about 114 µM), inactives show at the highest dose activity change, negative = inhibition, hits mostly inhibitors; recombinant rTrxR1, NADPH fluorescence consumption, selenite substrate; actives 1% (n = 390,000); O89049; note: % is set by controls: 0 for no effect and ±100 for the full control effect; nearly all actives have a fitted effect of over 65% in size
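Rat TrxR1 (90 nM in the dispensed reagent) was pre-reduced with 400 uM NADPH for 5 min at room temperature, then incubated with compound for 15 min. After 400 uM selenite was added, NADPH fluorescence (Ex 340/Em 450 nm) was followed for 8 min.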
12-LOX inh = blocks human arachidonate 12S-lipoxygenase. actives 1.1% (n = 580,000). purified 12hLO, xylenol orange hydroperoxide absorbance. AID 1671190. Potency, µM (doses to about 108 µM), for inactives: top-dose activity change, negative = inhibition, most hits filed as inhibitors; note: % is set by controls: 0 for no effect and ±100 for the full control effect
Target sequence (P18054 whole entry, looked up): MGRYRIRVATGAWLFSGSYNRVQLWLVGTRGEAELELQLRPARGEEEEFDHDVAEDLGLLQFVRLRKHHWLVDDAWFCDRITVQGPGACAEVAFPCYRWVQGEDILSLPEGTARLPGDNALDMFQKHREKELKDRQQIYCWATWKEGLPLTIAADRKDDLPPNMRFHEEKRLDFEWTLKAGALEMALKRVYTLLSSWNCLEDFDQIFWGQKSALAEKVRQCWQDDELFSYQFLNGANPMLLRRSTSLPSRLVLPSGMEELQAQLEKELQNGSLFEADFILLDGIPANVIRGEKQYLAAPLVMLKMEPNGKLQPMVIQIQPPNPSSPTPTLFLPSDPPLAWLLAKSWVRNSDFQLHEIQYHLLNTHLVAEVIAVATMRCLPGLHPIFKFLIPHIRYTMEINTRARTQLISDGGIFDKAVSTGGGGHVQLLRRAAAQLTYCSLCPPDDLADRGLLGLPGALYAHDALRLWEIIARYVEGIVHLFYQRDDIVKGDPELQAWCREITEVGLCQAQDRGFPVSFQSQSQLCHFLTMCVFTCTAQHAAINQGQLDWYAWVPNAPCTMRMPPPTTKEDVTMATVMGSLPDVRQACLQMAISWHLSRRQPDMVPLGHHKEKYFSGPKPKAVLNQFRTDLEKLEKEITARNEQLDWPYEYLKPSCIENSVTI
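Purified human 12hLO (150 nM final) in 25 mM Hepes, 0.01% Triton X-100, pH 7.0 was preincubated 15 min at room temperature with compound. Then 40 uM arachidonic acid was added, 30 min. Hydroperoxide was read by Fe-XO absorbance ratio 573/405 nm.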
The depositor's hits bear a star; ? = inconclusive; / = no result given; & = joins results of further samples; [ ] = remark or other dose. Calls come from the whole dose curve; as a rule, active = well fitted curve in the direction sought with a large enough effect; inconclusive = small, poorly fitted or top-dose-only effect, or another doubt; inactive = no such curve, though single readings can be large; an effect the other way counts as inactive or inconclusive. Potency is the fitted concentration of half-maximal effect. Only part of the results is shown (hit frequency here may not be typical).

SMILES | RXFP1 ag | USP1 inh | Vif-A3F inh | IDH1 R132H inh | RGS4 inh | TrxR1 substrate | Vif-APOBEC3G blk | rTrxR1 inhibitor | 12-LOX inh
CCCn1c2ccccc2c2cnn(CC(=O)NCCc3cc(OC)ccc3OC)c(=O)c21 | 8.5% | 15% | 4% | -7% | -20% | 2% | 0% | 10% | ?
Clc1ccccc1C(c1ccccc1)(c1ccccc1)n1ccnc1 | 1.5% | -17% | 10% | ? | ? | 2%[57.1 µM] | -11% | 11%[57.1 µM] | ?
CCOc1ccc(NC(=O)N2CCC(CN3CCc4ccccc4C3)CC2)cc1 | 0.9% | -3% | -4% | -5% | -18% | -1% | -11% | 4% | -38%
CCOC(=O)C1CCN(CCC(=O)Nc2ccccc2OC)CC1 | -1.3% | 10% | -3% | -23% | 11% | -2% | -2% | -2% | -3%
Cc1ccccc1C(=O)NC1CCN(C(=O)NC2CCCCC2)CC1 | 0.9% | -7% | 3% | -6% | -3% | 6% | -3% | 17% | 2%
COc1ccccc1/C=C/C=C1N=C(/C=C/c2ccc(Cl)cc2)OC/1=O | 0.1% | -26% | 12% | -2% | -14% | -9% | 0% | ? | ?
COc1ccc(N(C(C)=O)S(=O)(=O)c2cccs2)cc1 | 0.0% | -11% | 2% | 2% | -5% | 7%[57.1 µM] | 2% | -9% | 14%
COc1ccc(-c2nc(S(=O)(=O)c3ccccc3)c(NCCCN3CCOCC3)o2)cc1 | / | -18% | -5% | 10% | -9% | -2% | -2% | ? | 178%[activator]
CCCCN(CC)CCCNC(=O)c1cc2c(-c3ccc(OC)c(OC)c3)nn(C)c2s1 | 11%&5.8% | -21%&-12% | -7%&-7% | 1%&-3% | -54%&-29% | -2%&-2% | 2%&1% | 8%&12% | 0%&-22%
CCOC(=O)/C(C#N)=C1\CC2CCC1(C)C2(C)C (stereo not given) | 0.3% | 5% | -20% | -4% | ? | 3% | -3% | 1%[57.1 µM] | 0%
COc1ccc(NS(=O)(=O)c2cccc(C(=O)N/N=C(/C)c3ccc(-n4ccnc4)cc3)c2)cc1 | / | -21% | -5% | 0% | -14% | 7% | 4% | 11% | -2%
CN1CCc2c(sc(NC(=O)C3COc4ccccc4O3)c2C(N)=O)C1 (stereo not given) | -0.7% | -11% | -22% | -2% | 21% | -2% | -2% | -4% | 1%
COc1ccccc1N1CCN(CCCC(=O)c2ccc(F)cc2)CC1 | 1.0% | 14% | -3% | -3% | 13% | -2% | -3% | 1% | -22%
COc1ccc(-c2ccc(C#N)c(OC)n2)cc1 | 4.1% | -18% | -27% | 2% | 2% | 84%[activator][57.1 µM] | -5% | -7% | -26%
N#Cc1nc(N2CCCCC2)nc(N2CCCCC2)n1 | / | / | / | / | -9% | 5% | 4% | 12% | /
CCOC(=O)N1CCC(N2C(=O)c3ccccc3C2Nc2ccccc2C)CC1 (stereo not given) | 0.6% | 0% | 2% | -4% | -5% | -2%[57.1 µM] | 0% | 1%[57.1 µM] | 23%
COc1ccc(NC(=O)N(C)C[C@H]2Oc3ccc(NC(=O)c4ccncc4)cc3C(=O)N([C@H](C)CO)C[C@@H]2C)cc1 | / | -2% | 10% | 3% | 9% | 9%[57.1 µM] | 0% | -44% | ?
Cn1c(=O)c2c(nc(N3CCOCC3)n2CCNC2=NCCC2)n(C)c1=O | / | -1% | 9% | 8% | -20% | 1% | -3% | 21% | 0%
O=C(COC(=O)CCN=C1NS(=O)(=O)c2ccccc21)NNC(=O)c1ccccc1 | 0.5% | -12% | 0% | 4% | -7% | 7% | 2% | 19% | -17%
COc1cccc(C(=O)Nc2cccc(S(=O)(=O)NC3=NCCC3)c2)c1 | -3.2% | -19% | -2% | 4% | 10% | 5% | -8% | 19% | ?
CCCCOc1cccc(C(=O)Nc2cccc3ccc(C)nc23)c1 | -2.2% | -25% | / | / | 5% | -6% | / | 15% | -6%&-12%
C=CCc1cc(C=O)cc(OCC)c1OCc1ccc(Cl)cc1 | 0.4% | -16% | 3% | 2% | 11% | 2% | 2% | 13% | -14%
CC(C)c1ccc(NC(=O)c2cc(S(=O)(=O)NC3CCCCC3)ccc2F)cc1 | 1.9% | ? | -11% | -19% | -9% | -4%[57.1 µM] | 1% | 5%[57.1 µM] | 2%
Cc1cc(S(=O)(=O)N2CCOCC2)ccc1OCC(=O)Nc1cccc(F)c1 | 3.1% | 2% | 1% | 0% | -38% | 5%[57.1 µM] | -9% | 12%[57.1 µM] | -25%
Cc1cc(C)n2c(SCC(=O)N3CCN(S(=O)(=O)c4ccc(Cl)cc4)CC3)nnc2n1 | 4.4% | 2% | -10% | 11% | 7% | -5% | -1% | 4% | 15%

The results go on:
SMILES | RXFP1 ag | USP1 inh | Vif-A3F inh | IDH1 R132H inh | RGS4 inh | TrxR1 substrate | Vif-APOBEC3G blk | rTrxR1 inhibitor | 12-LOX inh
CC(C)N(C(=S)NCc1ccccc1)C(C)C | 0.1% | -1% | -9% | -6% | -3% | -6% | 0% | -5% | -12%
O=C(NCc1cccs1)c1cc(C2CC2)on1 | 1.5% | -23% | -7% | 12% | -14% | -7%[57.1 µM] | -8% | 5%[57.1 µM] | 7%
CC(=O)c1ccc(OCCCC(=O)NC2CCCc3ccccc32)cc1 (stereo not given) | 0.8% | -1% | -5% | 0% | 9% | 0% | 1% | 7% | -14%
Cc1ccc2cc(NC(=O)Cc3ccccc3)ccc2n1 | 1.1% | ? | 2% | -9% | -16% | 19% | 0% | 14% | 3%
O=C(/C=C/c1ccc(F)cc1)NNC(=O)CCN1CCN(Cc2ccccc2)CC1 | 0.6% | -12% | -3% | -2% | 11% | 6% | 0% | 24% | 0%
COC(=O)C1=C(C)N(Cc2cccnc2)C(=O)C1 | 2.2% | -19% | 0% | 19% | 7% | 0% | 3% | ? | -12%
CCOC(=O)C(Cc1c(F)cccc1Cl)c1ccno1 (stereo not given) | -0.7% | -3% | 15% | -1% | 12% | 9%[57.1 µM] | 0% | 1% | -5%
CC(C)(C)NC(=O)C[C@H]1C[C@H](C(=O)N2CCCCC2)[C@@]2(C)c3[nH]c4cc(-c5ccco5)ccc4c3CCN2C1=O | / | -24% | -4% | 0% | ? | 30% | 0% | 13% | ?
CN(C(=O)CSc1ccc2c(c1)OCCO2)c1ccccc1 | / | -14% | -3% | 14% | -20% | -7% | -4% | 42%[activator] | ?
O=C(OCC(=O)c1cccs1)c1ccc(NC(=O)c2ccco2)cc1 | 2.6% | -12% | -17% | 2% | -2% | 10% | -6% | -20% | ?
COc1ccc(Nc2ncnc3sc(-c4ccccc4)cc23)cc1OC | 0.7% | 0% | 6% | -10% | -20% | 16% | -4% | 1% | 15%
CCOc1cc(/C=N/NC(=O)C(=O)N/N=C/c2ccc(O)c(OCC)c2)ccc1O | -0.7% | -13% | 8% | 2% | -16% | -9% | 1% | -3%[57.1 µM] | 0%
NS(=O)(=O)c1cc2c(cc1Cl)NC=NS2(=O)=O | 1.5% | ? | -1% | -7% | -2%[56.9 µM] | -2%[57.1 µM] | 0% | -5%[57.1 µM] | -1%
COc1ccc(C2=NN(C(=O)CSc3nc4ccccc4s3)C(c3ccc(OC)cc3)C2)cc1 (stereo not given) | 2.3% | -24% | -6% | -2% | -20% | -7%[57.1 µM] | 1% | -17% | -3%
N#Cc1cnc2cc(-c3ccccc3)nn2c1N | ? | -12% | -7% | -5% | 29% | 10% | -5% | 15%[57.1 µM] | ?
CCc1cccc(C)c1N1C(=O)CC(C)(C)CC1=O | 1.6% | -12% | -1% | 13% | 4% | -3% | 0% | 17% | 0%
CC(C)(C)c1ccc(C2(C)NC(=O)N(CC(=O)Nc3ccc4c(c3)OCO4)C2=O)cc1 (stereo not given) | 0.2% | -4% | -1% | -3% | -11% | -9% | 0% | -6% | ?
COCCC(=O)N1CCC(Oc2ccc(C(=O)N3CCCC(CCCO)C3)cc2)CC1 (stereo not given) | -0.4% | -7% | 9% | 4% | -40% | 3% | -3% | 3% | 5%
N#Cc1cc2cc3c(cc2nc1NCCNC(=S)NCCCN1CCOCC1)OCO3 | 8.9% | -22% | -3% | 6% | 5% | 88%[activator] | 4% | 20% | ?
Cc1nnc(-c2cccc(Br)c2)c2cn(-c3ccccc3Cl)nc12 | 2.7% | -25% | 2% | -6% | -4% | 7% | -4% | 16% | -60%

Part of the list above, with values under each structure:
Every second line gives: RXFP1 ag	USP1 inh	Vif-A3F inh	IDH1 R132H inh	RGS4 inh	TrxR1 substrate	Vif-APOBEC3G blk	rTrxR1 inhibitor	12-LOX inh
- CC(C)(C)NC(=O)C[C@H]1C[C@H](C(=O)N2CCCCC2)[C@@]2(C)c3[nH]c4cc(-c5ccco5)ccc4c3CCN2C1=O
  /	-24%	-4%	0%	?	30%	0%	13%	?
- O=C(NCc1cccs1)c1cc(C2CC2)on1
  1.5%	-23%	-7%	12%	-14%	-7%[57.1 µM]	-8%	5%[57.1 µM]	7%
- N#Cc1cc2cc3c(cc2nc1NCCNC(=S)NCCCN1CCOCC1)OCO3
  8.9%	-22%	-3%	6%	5%	88%[activator]	4%	20%	?
- N#Cc1cnc2cc(-c3ccccc3)nn2c1N
  ?	-12%	-7%	-5%	29%	10%	-5%	15%[57.1 µM]	?
- CN(C(=O)CSc1ccc2c(c1)OCCO2)c1ccccc1
  /	-14%	-3%	14%	-20%	-7%	-4%	42%[activator]	?

From PubChem BioAssay
